MITF primary = MITF inhibitors, primary screen, biochemical, AlphaScreen, human; Microphthalmia-associated transcription factor (Homo sapiens), O75030; AlphaScreen MITF homodimerization, bead proximity signal; inhibition, % at 2.6 µM; hit rate 0.91% among 650,000; in the data active means inhibition above about 50%;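 further: 0% = vehicle wells with protein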
Target sequence (O75030 whole entry, looked up): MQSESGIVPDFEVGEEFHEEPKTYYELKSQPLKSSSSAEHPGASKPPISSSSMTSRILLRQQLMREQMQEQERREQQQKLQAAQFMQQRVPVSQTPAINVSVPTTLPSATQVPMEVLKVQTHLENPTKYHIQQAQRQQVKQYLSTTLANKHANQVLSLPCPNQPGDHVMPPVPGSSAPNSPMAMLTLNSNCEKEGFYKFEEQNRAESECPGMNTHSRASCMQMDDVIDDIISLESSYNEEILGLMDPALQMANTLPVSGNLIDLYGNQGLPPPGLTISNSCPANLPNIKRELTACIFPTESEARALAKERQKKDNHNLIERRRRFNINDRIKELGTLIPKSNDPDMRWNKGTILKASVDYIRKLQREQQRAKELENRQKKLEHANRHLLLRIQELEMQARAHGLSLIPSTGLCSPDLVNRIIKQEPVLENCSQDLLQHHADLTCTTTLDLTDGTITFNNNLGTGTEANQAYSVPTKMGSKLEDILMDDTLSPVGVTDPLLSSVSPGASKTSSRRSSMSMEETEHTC
GPR151 ag = activators of human GPR151, primary screen, cell-based, PathHunter beta-arrestin, luminescence. G-protein coupled receptor 151 (Homo sapiens), Q8TDV0. PathHunter beta-arrestin GPR151 cells. activation, % at 11.2 µM. hit rate 1% among 650,000; in the data active means activation above about 4.9%;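 further: 0% = median of compound wells and 100% = cells with positive control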
Target sequence (Q8TDV0 whole entry, looked up): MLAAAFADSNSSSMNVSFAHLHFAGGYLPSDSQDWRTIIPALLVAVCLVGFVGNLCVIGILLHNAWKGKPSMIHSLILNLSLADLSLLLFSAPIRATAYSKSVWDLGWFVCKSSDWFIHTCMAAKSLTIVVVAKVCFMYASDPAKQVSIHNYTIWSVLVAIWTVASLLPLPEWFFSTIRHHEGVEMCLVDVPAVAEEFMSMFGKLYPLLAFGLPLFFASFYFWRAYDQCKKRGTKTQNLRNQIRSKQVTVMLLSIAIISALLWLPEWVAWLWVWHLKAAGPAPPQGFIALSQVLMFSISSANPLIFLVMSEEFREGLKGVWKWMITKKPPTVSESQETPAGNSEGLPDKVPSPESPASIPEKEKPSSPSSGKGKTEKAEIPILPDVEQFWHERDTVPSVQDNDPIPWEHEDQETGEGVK
TEAD-YAP block = TEAD-YAP interaction inhibition, primary screen, TEAD-YAP interaction inhibitor project, luminescence, HEK-TIYL cells; TEAD-Gal4/YAP UAS-luciferase luminescence; inhibition, % at 9.12 µM; hit rate 1.4% among 640,000; AID 1259422, 2018; in the data active means inhibition above about 32%;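 further: 0% = median of test compound wells and 100% = reference inhibitor wells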
FBW7 act = FBW7 E3 ligase activators, primary screen, biochemical, AlphaScreen, human | F-box/WD repeat-containing protein 7 (Homo sapiens), Q969H0 | AlphaScreen FBW7–phospho-cyclin E peptide binding, activator screen | normalized activity (activation), % at 26.1 µM | hit rate 0.13% among 650,000; in the data active means normalized activity above about 1.9%;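 further: purified mutant Fbw7 with reduced substrate affinity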
* = called active by the depositor.

Below each compound – MITF primary, GPR151 ag, TEAD-YAP block, FBW7 act
COc1ccc(OC)c(NC(=O)CCOc2ccc(C)cc2)c1
→ 4.1, -1.4, -3.0, 0.0
COCCn1cc(C(=O)NCc2ccco2)c2c3ccccc3n(C)c2c1=O
→ -7.8, 0.3, 6.2, -0.1
COC(=O)COc1ccc(/C=N/N2C(=O)C3C4C=CC(C4)C3C2=O)cc1 (configuration not stated)
→ 9.2, -1.1, -0.7, 0.6
CCCCN(CC)C(=O)c1sc2ncnc(N3CCN(c4ccccc4OC)CC3)c2c1C
→ -0.5, -1.0, -5.4, -0.2
CC1=CC2=NC(=O)CC(C)(C(=O)N(CC(=O)NC3CCCC3)c3cc(C)cc(C)c3)N2C=C1 (configuration not stated)
→ -7.8, 1.4, 2.5, 0.0
Cc1nn(CC(=O)NCc2ccco2)c(C)c1[N+](=O)[O-]
→ 15.1, 0.4, 4.0, -0.1
O=C(CN1C(=O)c2ccc([N+](=O)[O-])cc2C1=O)Nc1ccccc1C(=O)O
→ 16.3, 1.2, 1.1, -0.4
Cc1ncc(CN2CCOCC2)c(N)n1
→ 24.3, -1.0, -6.2, 0.1
CCOC(=O)C1(CCOc2ccccc2)CCN(Cc2cc(C)[nH]n2)CC1
→ -21.7, -0.9, -3.2, 0.0
CC(C)(C)c1ccc(S(=O)(=O)N2CCC(n3nnc4ccccc43)CC2)cc1
→ 15.5, -0.2, -5.9, 0.0
CCN(CC)c1ncnc2sc(C(=O)N3CCCC(C)C3)c(C)c12 (configuration not stated)
→ 10.7, 0.6, -13.4, 0.0
CCOc1ccc(Oc2nc(NC(C)(C)C)nc(OC)n2)nn1
→ 3.5, 1.3, 9.3, 0.1
Cc1ccc(OCc2nc3c4c5c(sc4ncn3n2)CCCC5)cc1
→ 5.1, -1.0, 1.3, 1.4
CC(=O)C1=C(O)C(=O)N(c2ccc(O)cc2)C1c1ccc(C)cc1 (configuration not stated)
→ -5.8, 1.1, 2.8, 0.1
Clc1ccc2nc(-c3cccnc3)c(Nc3ccc4c(c3)OCO4)n2c1
→ 8.4, -0.6, 1.2, 0.2
CCOC(=O)C1CCN(C(=O)CC(NS(=O)(=O)c2ccc(OC)cc2)c2ccc(OC)cc2)CC1 (configuration not stated)
→ 4.4, -0.8, 0.9, -0.1
Cc1ccnc(NC(=O)CCc2nnc3ccc(N4CCN(C)CC4)nn23)c1
→ 6.0, 0.5, -15.2, 0.3
COC(=O)c1c(C)c2c(c(C)c1O)OC(=O)c1c(C)c(Cl)c(O)c(Cl)c1O2
→ 17.1, 2.7, -6.1, -0.1
COCCCNC(=S)NNC(=O)c1csc2ccccc12
→ 3.0, -1.5, -0.3, -0.1
C/C(=N\NC(=O)c1ccc(F)cc1)c1ccccc1
→ -2.1, 5.4*, -51.0, 0.2
COc1cccc(/C=C2\N=C(c3ccc(F)cc3)OC2=O)c1
→ -71.2, -0.3, 1.8, -0.1
Cc1cc(C)c(S(=O)(=O)N(C)Cc2ccccc2)c(C)c1
→ -9.4, -1.0, -4.5, 0.1
CCn1c(SCC(=O)c2ccc(Cl)cc2)nc2sc3c(c2c1=O)CCCC3
→ 7.9, -1.3, -3.4, -0.4
CC(C)N1CC=C2C(C#N)=C(N)C(C#N)(C#N)C(c3ccccc3C(F)(F)F)C2C1 (configuration not stated)
→ 6.3, -2.1, -6.2, -0.1
Cc1ccc(C(=O)NC(C)(C)C)c(Cl)c1
→ 9.5, 2.5, 2.4, 0.0
O=c1c2sc(=S)n(-c3ccccc3)c2nc(SCc2ccccc2F)n1-c1ccccc1
→ -11.5, -1.1, -11.3, 0.1
Cc1ccc(C2CC(C(F)(F)F)n3ncc(C(=O)Nc4ccc(Cl)cc4)c3N2)cc1 (configuration not stated)
→ -1.3, -0.2, -3.3, 0.1
CCNC(=O)Nc1ccc2nc(C)n(Cc3ccc(Cl)cc3)c(=O)c2c1
→ -2.4, -0.5, -18.8, -0.1
Cc1sc(NC(=O)CN(C(=O)Nc2ccc(F)cc2)C2CCCC2)c(C(N)=O)c1C
→ -5.2, 1.4, -2.6, -0.1
Cn1cnnc1SCC(=O)c1ccccc1Cl
→ -12.9, -0.2, -9.2, 0.1

Below each compound – MITF primary, GPR151 ag, TEAD-YAP block, FBW7 act
COc1ccccc1CNC(=O)c1ccc2c(=O)n(CCCN3CCCC3=O)c(=S)[nH]c2c1
→ 15.1, 0.5, 6.0, 0.3
O=C(O)c1c(CNCc2ccccc2)c2ccccc2n1Cc1ccccc1
→ 9.1, -0.1, 13.8, 0.1
Cc1ccccc1NC(=O)Nc1nnc(N2CCCC2)s1
→ 10.2, 0.9, 0.6, 0.1
Cn1nnc(NC(=O)COc2ccc(Cl)cc2)n1
→ -1.2, -0.5, -10.6, 0.3
CC1CC(C)CN(S(=O)(=O)c2ccc(C(=O)Nc3nc(-c4ccc5c(c4)OCO5)cs3)cc2)C1 (configuration not stated)
→ 13.0, -1.2, -3.8, 0.2
CN(C)CCOc1ccc2ccccc2c1Br
→ 23.6, 0.4, -23.7, 0.1
Cc1ccc(S(=O)(=O)N(C)CC(=O)N2CCN(c3cc(Cl)ccc3C)CC2)cc1
→ -18.1, -1.3, 2.0, 0.1
CC(=O)Nc1ccc(OCc2cccc([N+](=O)[O-])c2)cc1
→ 5.5, -0.6, -32.0, -0.2
COc1cc(CNc2ccc3ncc(-c4ccccc4CO)n3n2)cc(OC)c1OC
→ -1.5, -0.8, -29.0, 0.2
COc1cncc(-c2cnc3c(Nc4cccc(OC(F)(F)C(F)F)c4)nccn23)c1
→ 9.4, -1.7, -4.7, 1.8
C=CCn1c(SCC(=O)Nc2ccc(N(C)C)cc2)nc2sc3c(c2c1=O)CCC3
→ -9.2, -0.7, 10.8, 0.1
CCOC(=O)C1(Cc2cccc(C(F)(F)F)c2)CCN(S(=O)(=O)CC)CC1
→ 2.8, -1.8, -6.9, -0.1
Clc1ccc(CSc2nc3ccccc3[nH]2)cc1
→ 5.1, -3.2, -40.0, -0.1
Cc1ccc(N2C(=O)c3ccc(Oc4cccc([N+](=O)[O-])c4)cc3C2=O)c(C)c1
→ 14.5, -0.2, 10.5, 0.1
CCOC(=O)C[N+](CC)(CC)CCOc1ccc2c(c1)C(=O)c1cc(OCC[N+](CC)(CC)CC(=O)OCC)ccc1-2
→ 2.9, -1.3, 18.2, 0.2
Nc1nc(COc2ccc(F)cc2Cl)nc(N2CCOCC2)n1
→ -14.4, 0.5, -3.1, 0.0
CCOC(=O)c1cnc(-c2ccccc2O)nc1Cl
→ -3.5, -1.8, -5.8, -0.1
CCn1c(C(=O)O)c(CC(=O)N2CCN(c3cccc(Cl)c3)CC2)c2ccccc21
→ -4.3, 1.4, 6.9, 0.3
O=C(Nc1nn2cnnc2s1)C12CC3CC(CC(O)(C3)C1)C2
→ 3.4, -0.1, 1.8, 0.0
C=CCN(C(=O)c1csnn1)C(C(=O)NC(C)(C)CC)c1ccc(F)cc1 (configuration not stated)
→ 11.5, -0.3, -9.7, 0.1
O=C(Cc1ccccc1)Nc1c(C(=O)Nc2ccc3c(c2)OCCO3)oc2ccccc12
→ 5.4, -1.2, 13.5, 0.0
COc1ccc(C(=O)Nc2ccc(NC(=O)c3cccc(OC)c3)cn2)cc1
→ -0.7, 0.2, -5.5, 0.2
COc1ccc(CC(=O)N/N=C/c2ccc(O)c(OC)c2)cc1
→ -1.6, 1.2, 5.8, -0.1
COc1cccc(CC2(CO)CCN(C3CCN(Cc4ccccc4)C3)CC2)c1 (configuration not stated)
→ 10.3, -0.5, 1.4, 0.1
CCOC(=O)C1=C(c2ccccc2)N=c2s/c(=C\c3ccc(-c4ccc(C(=O)O)cc4)o3)c(=O)n2C1c1cccs1 (configuration not stated)
→ -10.2, 0.7, 2.6, 0.0
O=C(Cc1ccccc1)Nc1cccc(-c2nnc(-c3ccccc3)o2)c1
→ -3.5, -1.0, 6.6, 0.3
COc1ccc(-c2cc3c(=O)n(CC(=O)NC4CCCCC4C)ncn3n2)cc1 (configuration not stated)
→ -13.5, -1.1, 3.4, -0.2
COc1ccc(/C(C)=N/NC(=O)Nc2ccccc2)c(OC)c1
→ 7.4, 1.4, -28.1, -0.1
O=C(CN1CCC(c2nc3ccccc3[nH]2)CC1)Nc1ccccc1N1CCOCC1
→ -1.2, 1.4, 5.9, 0.2
Cc1cc(C)c2nc3sc(C(=O)NCc4ccco4)c(N)c3cc2c1
→ 15.4, -0.2, -65.9, 0.1

Structural class: the compounds so far containing a CF3 group (three)
Below each compound – MITF primary, GPR151 ag, TEAD-YAP block, FBW7 act
CC(C)N1CC=C2C(C#N)=C(N)C(C#N)(C#N)C(c3ccccc3C(F)(F)F)C2C1 (configuration not stated)
→ 6.3, -2.1, -6.2, -0.1
Cc1ccc(C2CC(C(F)(F)F)n3ncc(C(=O)Nc4ccc(Cl)cc4)c3N2)cc1 (configuration not stated)
→ -1.3, -0.2, -3.3, 0.1
CCOC(=O)C1(Cc2cccc(C(F)(F)F)c2)CCN(S(=O)(=O)CC)CC1
→ 2.8, -1.8, -6.9, -0.1

Additional structures follow:
Below each compound – MITF primary, GPR151 ag, TEAD-YAP block, FBW7 act
CCOc1ccc(OCC)c(NC(C)=O)c1
→ -10.0, -0.6, -4.7, -0.1
CC1=C(C(=O)OC(C)C)C(c2ccc(-c3cccc([N+](=O)[O-])c3)o2)C(C(=O)OC(C)C)=C(C)N1
→ 4.7, 1.4, -17.4, 0.1
CCC(C)NC(=O)CCn1c(-c2ccccc2)cc(C(C)=O)c1C (configuration not stated)
→ -2.0, 0.5, -1.1, -0.1
O=C(NCc1cccnc1)c1ccc(CS(=O)(=O)c2ccccc2)o1
→ 26.0, 0.9, -0.1, 0.3
Cc1ccc(CSc2nnc3[nH]c(=O)cc(C)n23)cc1
→ -5.1, -1.5, -4.4, -0.3
Cc1cccnc1C(NC(=O)C1CCN(C(=O)Nc2ccccc2)CC1)c1cccs1 (configuration not stated)
→ 15.1, -1.6, 0.6, 0.8
O=C1N[C@@H](Cc2ccccc2)C(=O)N2C[C@@H](NCc3ccccc3Cl)C[C@@H]12
→ -16.5, 0.0, -7.2, -0.1
Cc1cc(C(=O)OC2CCOC2=O)c2ccccc2n1 (configuration not stated)
→ 10.5, -0.6, -8.1, 0.5
FC(F)(F)C(Oc1nc(Nc2ccc(Cl)cc2)nc(N2CCOCC2)n1)C(F)(F)F
→ 4.1, 0.4, 1.9, 0.1
CCN(CC)c1ccc(/C=C(\C#N)c2nn(CCO)c(N)c2C#N)cc1
→ 21.2, 0.2, -24.0, 0.6
CCCCCCN=CC1=C(O)C(C(=O)OC)C(C)(C)CC1=O (configuration not stated)
→ -2.3, -0.4, -5.1, 0.2
O=C1NC(=S)N/C1=C\c1ccc([N+](=O)[O-])o1
→ 67.5*, 0.7, -17.9, -0.2
O=c1c2sc(=S)n(-c3cccc(C(F)(F)F)c3)c2[nH]c(=S)n1-c1ccccc1
→ 4.0, 0.2, 5.9, 0.0
CCc1ccc(NC(=O)CSc2nnc3[nH]c(=O)c(C)c(C)n23)cc1
→ 6.3, 0.3, -2.0, -0.3
CCCn1c(N2CCN(C(=O)N3CCCCC3)CC2)nc2ccccc21
→ -3.2, -0.6, -5.7, 0.0
CCOCCCNC(=O)C(NC(=O)c1ccccc1O)c1ccccc1 (configuration not stated)
→ -2.9, 0.0, -1.5, -0.2
CC(C)(C)c1cc(CN2CCN(Cc3cc(C(C)(C)C)c(O)c(C(C)(C)C)c3)CC2)cc(C(C)(C)C)c1O
→ 15.3, 0.6, 7.0, 0.2
COc1ccc(OC)c(NC(=O)N2CCC3(CC2)N=C(c2ccc(C)cc2)C(=O)N3)c1
→ 5.1, -1.0, 7.0, -0.2
O=C(NC1CCCCC1)c1cc(-c2ccccn2)nc2ccccc12
→ -12.1, 0.7, -6.1, -0.1
C=CCNc1cc(C)nc2cc(-c3cccs3)nn12
→ -2.6, -2.0, 0.4, -0.1
O=C(O)c1ccc(-n2nnnc2Oc2ccc3ccc(=O)oc3c2)cc1
→ 1.2, -0.7, 0.3, -0.2
CCCCC(c1nnnn1Cc1ccco1)N1CCN(c2ccccc2F)CC1 (configuration not stated)
→ 8.7, 0.2, -4.0, -0.1
O=C(NCc1ccc(Cl)cc1)Nc1ccc(F)cc1
→ 12.1, 2.4, -19.5, 0.3
CN1CCN(c2nc(C3COc4ccccc4O3)nc3ccc(-c4cn[nH]c4)cc23)CC1 (configuration not stated)
→ 41.3, -6.3, -5.0, 0.9
Cc1cc(-c2ccc(S(=O)(=O)Nc3ncccc3C)cc2)on1
→ -16.5, 0.5, -6.7, 0.1
Nc1ccc(-c2ccc3cnc(Nc4ccc(-n5cnc(N6CCOCC6)n5)cc4)nc3c2)cn1
→ 1.8, 1.9, 64.8*, 1.4
Cc1ccccc1OCC(O)Cn1c(NC2CCCCC2)nc2c1c(=O)[nH]c(=O)n2C (configuration not stated)
→ -0.4, 2.6, 1.4, 0.0
CC1(C)CC(=O)C2=C(C1)Nc1[nH]c(=S)[nH]c(=O)c1C2c1cccs1 (configuration not stated)
→ 1.0, 0.2, 8.0, 0.0
O=C(CSc1ncn[nH]1)Nc1nc2c(F)c(F)c(F)cc2s1
→ -6.0, 1.0, -3.4, 0.1
CCOc1ccc(C(=O)c2sc3nc(N)c(C#N)c(CC)c3c2N)cc1
→ -4.8, 1.1, 3.7, 0.0

Looked up by structure from the list above:
Below each compound – MITF primary, GPR151 ag, TEAD-YAP block, FBW7 act
CCc1ccc(NC(=O)CSc2nnc3[nH]c(=O)c(C)c(C)n23)cc1
→ 6.3, 0.3, -2.0, -0.3
CN1CCN(c2nc(C3COc4ccccc4O3)nc3ccc(-c4cn[nH]c4)cc23)CC1 (configuration not stated)
→ 41.3, -6.3, -5.0, 0.9
O=C(NCc1ccc(Cl)cc1)Nc1ccc(F)cc1
→ 12.1, 2.4, -19.5, 0.3
